TROY NFkB inh: inhibitors of TROY-dependent NF-kB signaling. 360,000 compounds, 0.98% hits. Q293 LMP1-TROYcd NF-kB luciferase reporter, 4 h. inhibition, % at 10 µM. AID 1347056;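 active = compounds whose plate-normalised and pattern-corrected inhibition of the luciferase reporter signal at the single screening dose is 50% or more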
TLR9-MyD88 inh: inhibitors of human TLR9-MyD88 binding. CHO BLA complementation TLR9-MyD88, CCF4 FRET ratio. 340,000 compounds, 0.21% hits. Q9NR96+Q99836. inhibition, % at 4.98 µM. AID 504734;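 active = inhibition above the mean over all tested compounds plus 3 SD, cut at about 21% in these data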;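 note: 0% = DMSO only wells and 100% = clavulanate BLA inhibitor control wells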
COUP-TFII inh: NR2F2 (human) inhibition, primary screen; HEK293T NGFI-A luciferase reporter, luminescence; inhibition, % at 8.6 µM; 370,000 compounds, 0.7% hits; AID 686940;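 active = inhibition above a per-plate cutoff, mean inhibition of test wells between control levels plus 3 SD, cut at about 38% in these data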;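 note: cells cotransfected with COUP-TFII expression vector driving the NGFI-A reporter; 0% = median of COUP-TF2 test wells and 100% = reporter-only cells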
NR5A2 inv ag: suppresses constitutive activity of human LRH-1; 360,000 compounds, 0.13% hits; AID 602396; inhibition, % at 3.6 µM; HEK293T StAR-luciferase reporter, LRH-1 transfected, 24 h;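 active = inhibition above the mean inhibition of all tested compounds plus 3 SD, cut at about 73% in these data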;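 note: 0% = DMSO wells and 100% = reporter-only cells lacking LRH-1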
Target sequence (O00482 whole entry, looked up): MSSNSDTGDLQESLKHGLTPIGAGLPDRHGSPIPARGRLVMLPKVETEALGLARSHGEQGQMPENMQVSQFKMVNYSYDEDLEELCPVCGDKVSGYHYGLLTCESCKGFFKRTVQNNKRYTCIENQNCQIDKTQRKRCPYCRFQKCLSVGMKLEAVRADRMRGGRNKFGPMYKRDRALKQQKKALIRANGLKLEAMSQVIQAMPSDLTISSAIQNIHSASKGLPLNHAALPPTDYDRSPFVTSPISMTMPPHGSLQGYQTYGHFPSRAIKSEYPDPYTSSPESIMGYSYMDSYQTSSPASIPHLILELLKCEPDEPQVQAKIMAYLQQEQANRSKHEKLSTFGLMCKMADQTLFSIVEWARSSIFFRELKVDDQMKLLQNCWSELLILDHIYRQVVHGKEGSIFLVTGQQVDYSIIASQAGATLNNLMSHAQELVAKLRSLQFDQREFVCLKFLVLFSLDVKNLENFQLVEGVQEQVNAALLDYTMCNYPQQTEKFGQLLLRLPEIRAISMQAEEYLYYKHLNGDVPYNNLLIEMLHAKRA
LMP1 NFkB inh: inhibitors of Epstein-Barr LMP1-induced NF-kappaB reporter; inhibition, % at 12.5 µM; LMP1-induced NF-kappaB luciferase reporter cells, luminescence; 350,000 compounds, 0.69% hits; in the data active = inhibition above about 41%;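 note: 0% = neutral control wells and 100% = reference inhibitor control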
NCOA1 inh: inhibits human SRC1 coactivator; Q15788; HEK293 GAL4-SRC1 luciferase reporter, luminescence; inhibition, % at 3.6 µM; 360,000 compounds, 0.12% hits;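 active = inhibition above the campaign mean plus 3 SD, with each screening campaign given its own cutoff, cut at about 60% in these data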;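 note: 0% = DMSO treated cells and 100% = gossypol at 36 µM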
NOD2 RIPK2 PPI: NOD2-RIPK2 protein interaction inhibition; AID 624267; CHO BLA complementation NOD2-RIPK2, CCF4 ratio; O43353; 360,000 compounds, 0.38% hits; inhibition, % at 4.98 µM; in the data active = inhibition above about 21%;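 note: 0% = vehicle only and 100% = reference blocker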
Target sequence (O43353 whole entry, looked up): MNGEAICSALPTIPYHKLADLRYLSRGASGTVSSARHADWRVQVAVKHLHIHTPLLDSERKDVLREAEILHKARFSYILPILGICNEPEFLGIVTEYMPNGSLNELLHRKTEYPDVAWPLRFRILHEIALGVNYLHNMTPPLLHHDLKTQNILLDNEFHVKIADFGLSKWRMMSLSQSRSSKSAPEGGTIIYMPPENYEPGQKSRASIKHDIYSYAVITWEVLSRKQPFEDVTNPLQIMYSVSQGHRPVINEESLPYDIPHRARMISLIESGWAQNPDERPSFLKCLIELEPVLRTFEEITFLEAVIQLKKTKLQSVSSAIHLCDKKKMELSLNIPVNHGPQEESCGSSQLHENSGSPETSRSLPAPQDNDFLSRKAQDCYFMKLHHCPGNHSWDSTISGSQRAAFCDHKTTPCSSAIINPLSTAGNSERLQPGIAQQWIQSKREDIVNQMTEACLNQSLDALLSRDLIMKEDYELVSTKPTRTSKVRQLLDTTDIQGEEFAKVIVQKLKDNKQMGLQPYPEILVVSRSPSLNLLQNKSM
NCOA3 inh: inhibits human SRC3 coactivator; Q9Y6Q9; HEK293 GAL4-SRC3 luciferase reporter, luminescence; inhibition, % at 3.6 µM; 360,000 compounds, 0.17% hits; AID 588352;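 active = inhibition above a per-campaign cutoff, the mean of all compounds plus 3 SD, cut at about 60% in these data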;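 note: 0% = DMSO-treated cells and 100% = gossypol-treated cells at 36 µM; higher means less SRC3-driven luciferase light from the GAL4 reporter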
TWEAK Fn14 block: blocks TWEAK-Fn14 interaction in a reporter cell assay; TWEAK-stimulated Fn14 reporter cells, luciferase luminescence, 8 h; 360,000 compounds, 2% hits; AID 1159606; inhibition, % at 10 µM; in the data active = inhibition above about 50%
SRC2 inh: human SRC2 (NCOA2) inhibition; 370,000 compounds, 0.17% hits; HEK293 GAL4-SRC2 luciferase reporter, luminescence; Q15596; inhibition, % at 9 µM;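 active = inhibition above the mean inhibition of all tested compounds plus 3 SD, set per campaign, cut at about 52% in these data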;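 note: 0% = DMSO treated cells and 100% = cells given Gossypol at 36 µM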
TRAIL sens C8: sensitizes caspase-8 expressing cells to TRAIL; AID 624354; NB7+C8 cells + TRAIL, ATPlite viability luminescence; inhibition (viability loss, TRAIL sensitization), % at 10 µM; 360,000 compounds, 1% hits;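 active = compounds causing at least 50% loss of cell viability in the single-dose screen, relative to plate controls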
Numbers without * were called inactive; . = no result given. These rows are one share of the data. The share of hits here may be higher or lower than overall.

SMILES | TROY NFkB inh | TLR9-MyD88 inh | COUP-TFII inh | NR5A2 inv ag | LMP1 NFkB inh | NCOA1 inh | NOD2 RIPK2 PPI | NCOA3 inh | TWEAK Fn14 block | SRC2 inh | TRAIL sens C8
Cc1cc2nc(-c3ccccc3)c(Cc3cccc(F)c3)n2c(C)c1Br | -10 | . | -16 | -5 | . | -9 | -20 | 9 | -10 | -26 | -6
c1ccc(CN2CCC(Nc3ncnc4sccc34)CC2)cc1 | 0 | -3 | 1 | -1 | -7 | 17 | -7 | 15 | -3 | -3 | 10
Cc1cc(C)nc(SCNC(=O)c2ccccc2)n1 | 2 | 0 | 1 | -25 | -2 | 12 | -11 | -10 | -8 | 4 | -4
CCOc1ccc(N(C)C(=O)CCc2nnc3ccc(N4CCOCC4)nn23)cc1 | -12 | -9 | 8 | 11 | 2 | 6 | -1 | -19 | -4 | 11 | -1
COc1ccccc1CNC(=O)c1csc(Cc2ccc(Cl)cc2)n1 | -11 | -7 | 12 | -14 | -9 | -8 | 1 | -17 | -24 | 4 | -1
c1ccc(-c2csc(NNC3=NCCCCC3)n2)cc1 | 53* | -5 | -39 | -106 | -67 | -90 | 9 | -71 | 41 | -24 | 12
O=C(NNc1ccc(F)cc1)c1c(F)cccc1Cl | -3 | -5 | -3 | -17 | -4 | -4 | -3 | 6 | -21 | -4 | 1
COc1ccc(NC(=O)c2ccc(-n3c(C)ccc3C)cc2)c(OC)c1 | -7 | 5 | 3 | -26 | -20 | -12 | -2 | -15 | -17 | -5 | -5
CCN(CC)c1ccc(C(NC(C)=O)NC(C)=O)cc1 | -14 | -16 | 20 | 16 | -5 | -14 | -8 | 6 | -7 | -7 | 2
CN(CC(=O)Nc1cccc(F)c1)C(=O)c1ccc2c(c1)OCCO2 | -19 | -15 | -22 | -34 | -3 | -62 | -4 | -25 | 1 | -38 | 10
CCN1CCN(S(=O)(=O)c2ccc(Cl)c(C(=O)N(C)Cc3ccco3)c2)CC1 | -3 | -12 | -14 | 8 | -3 | 12 | -15 | 11 | -6 | 5 | 3
CCCc1ccccc1OCCNC(=O)c1cc(=O)n(C)c(=O)n1C | -9 | -6 | 9 | 8 | 2 | -23 | -9 | -4 | 2 | 11 | -8
O=C(Nc1cccc(Cl)c1)Nc1csc([N+](=O)[O-])c1 | 38 | . | -3 | 1 | 21 | 11 | -4 | 9 | 72* | 32 | 24
O=C(COc1ccc2c(-c3ccccc3)cc(=O)oc2c1)N[C@@H](Cc1c[nH]c2ccc(O)cc12)C(=O)O | -3 | 2 | -4 | -12 | 3 | -14 | -5 | 0 | -21 | -20 | -1
Cc1ccnc(NC(=O)CCC(=O)N(CC(=O)NC(C)(C)C)c2ccc(F)c(Cl)c2)c1 | -21 | . | -11 | 17 | -2 | -58 | -3 | 0 | -15 | -29 | 7
CCC(=O)Nc1nnc(SCCN2CCOCC2)s1 | -24 | -7 | 1 | -11 | -39 | -11 | 0 | 2 | -20 | -40 | -2
CC1(C)Cc2nc3sc(C(=O)NCCCO)c(N)c3cc2CO1 | -9 | -3 | -34 | -22 | -7 | -40 | -7 | -50 | -38 | -8 | -7
COc1ccc2nc3oc(C(=O)N4CCC(C(N)=O)CC4)cc3cc2c1 | -25 | 3 | 14 | -9 | -3 | -19 | 7 | -10 | -39 | -19 | 3
O=S(=O)(Cc1noc(-c2ccc(OC(F)(F)F)cc2)n1)c1ccc(F)cc1 | -36 | . | 6 | -10 | . | 5 | -15 | -14 | 24 | -25 | -7
COc1ccc(CNC(=O)c2ccc(CS(=O)(=O)c3ccc(OC)cc3)o2)cc1 | 6 | -7 | 21 | 2 | -1 | -16 | 0 | 14 | -6 | -32 | 1
CCc1cc(OCCCSc2nc(C)cc(=O)[nH]2)ccc1Cl | 37 | -3 | -6 | -3 | 19 | -23 | -4 | 18 | 11 | -30 | 4
CCN(CC)C(=O)CSc1nnc(COc2ccc(OC)cc2)n1N | 3 | 2 | -5 | 1 | -4 | 9 | -10 | 16 | -4 | 0 | -9
Cc1ccc(CN2CCN(CC(=O)NC(C)CCc3ccccc3)C2=O)cc1 (stereo unspecified) | -2 | -3 | 3 | 7 | 0 | -3 | -3 | -7 | 2 | -13 | -1
COC(=O)c1ccccc1NC(=O)CNc1cc(OC)c(OC)cc1C | 8 | -8 | 15 | 15 | 9 | 8 | -1 | -10 | -2 | -2 | -6
Cc1ccsc1/C=N/NC(=O)CN1CCN(S(=O)(=O)c2ccc(Br)cc2)CC1 | -17 | 0 | 15 | 20 | 6 | -4 | 4 | -5 | -13 | 7 | -3

The listing continues.
SMILES | TROY NFkB inh | TLR9-MyD88 inh | COUP-TFII inh | NR5A2 inv ag | LMP1 NFkB inh | NCOA1 inh | NOD2 RIPK2 PPI | NCOA3 inh | TWEAK Fn14 block | SRC2 inh | TRAIL sens C8
CCC(c1nnc(SCC(=O)Nc2ccc(C(N)=O)cc2)n1Cc1ccccc1)N(C)C (stereo unspecified) | 6 | -7 | -11 | -11 | 6 | 2 | -4 | -19 | 14 | -21 | 11
O=C(NCCN1C(=O)S/C(=C\c2ccccc2)C1=O)C1CCN(S(=O)(=O)c2cccs2)CC1 | -9 | -2 | -1 | 8 | -14 | 0 | 3 | 11 | -2 | -8 | 3
O=S1(=O)CCC(NS(=O)(=O)/C=C/c2ccccc2)C1 (stereo unspecified) | 19 | -13 | -25 | -18 | -1 | 4 | 0 | -13 | 10 | -8 | 4
O=C(COC(=O)c1ccccc1C(=O)c1ccccc1)NCc1ccc(F)cc1 | -8 | 2 | -3 | -4 | -8 | -5 | 2 | -4 | 12 | -23 | 3
O=C(/C=C/c1ccco1)N1CCN(S(=O)(=O)c2cccc([N+](=O)[O-])c2)CC1 | 9 | 5 | 5 | 24 | -3 | -14 | 8 | -7 | 10 | -6 | -9
Cc1nnc(SCC(=O)NNC(=O)c2ccc(Cl)cc2)s1 | 2 | 15 | -5 | 3 | -5 | -3 | -3 | -13 | 10 | -33 | 8
O=C(CSc1nc(-c2ccccc2)cs1)NCCCN1CCCC1=O | -5 | -10 | -1 | -9 | -12 | 2 | -11 | 10 | 6 | -24 | 2
C[C@]1(C2CCCC2)Cc2cc(OCC(=O)O)c(Cl)c(Cl)c2C1=O | 8 | 3 | 2 | 2 | -1 | -2 | -11 | 1 | 27 | -9 | -3
Cc1ccc(C)c(S(=O)(=O)Nc2cccc(-n3cnnn3)c2)c1 | -7 | -5 | 1 | 15 | 1 | -20 | 1 | 32 | 11 | 12 | 3
O=C(COc1cccc2c1CCNC2=O)NC1CCCCC1 | -5 | 0 | -5 | 3 | -4 | -16 | -9 | -8 | 0 | -7 | 3
Cc1ccccc1N1CCN(C2CCCN(C(=O)CCC(=O)N(C)C)C2)CC1 (stereo unspecified) | 24 | 0 | -3 | 9 | 10 | 4 | -1 | -8 | -13 | 16 | -12
Cc1cc(C)n2nc(C(=O)OCC(=O)Nc3ccc(C)c(F)c3)nc2n1 | 3 | 2 | -7 | 0 | -1 | 3 | -13 | -2 | 11 | -11 | -7
Cc1ccc(CN2CCNC(=O)C2CC(=O)N(C)C2CCOCC2)cc1 (stereo unspecified) | 0 | -6 | -26 | -21 | 2 | -1 | 8 | 16 | -6 | -10 | 2
O=C(CNc1ccc(Cl)c(C(F)(F)F)c1)N1CCN(S(=O)(=O)c2ccccc2)CC1 | -4 | 2 | 8 | -11 | -3 | -2 | 1 | 6 | -1 | 0 | 18
CC(C)(C)OC(=O)NCCCCCc1nnc(SCC(=O)Nc2cccc(Cl)c2)o1 | 19 | -8 | 26 | 12 | -1 | -16 | 7 | 6 | -10 | 12 | 17
CCOC(=O)c1oc2c(CN3CCN(CCO)CC3)c(O)c(CC)cc2c(=O)c1-c1nc2ccccc2s1 | 9 | 2 | -2 | 8 | 0 | -8 | -11 | -10 | 2 | -8 | 1
COc1ccc(-c2cn(-c3ccc(SC(F)F)cc3)c3[n+]2CCC3)cc1OC | 1 | -22 | -5 | 18 | -5 | 5 | -5 | 1 | -2 | -3 | -3
CC1=CC(=O)C=C(C)C1=NOc1ccc([N+](=O)[O-])cc1 | 13 | 5 | -22 | 9 | 11 | 6 | -2 | -4 | 14 | -16 | 0
CC(C)Cn1nnc2c(=O)oc3ccccc3c21 | 5 | -4 | 1 | 25 | 10 | 12 | 9 | -25 | 4 | -8 | 2
C=CCc1ccccc1OCCn1nnc2ccccc21 | -4 | -1 | 13 | 0 | -8 | 17 | -2 | 11 | -19 | 5 | 1
COC(=O)c1nc2n(n1)C(c1cccc(Cl)c1)C1=C(CCCC1=O)N2 (stereo unspecified) | -11 | 5 | -3 | 24 | -4 | 9 | 6 | -6 | 4 | -17 | 7
Cc1cc(Nc2ccc(Br)cc2)nc2ccccc12 | -72 | 1 | -11 | -25 | -20 | -5 | -1 | -23 | -66 | -46 | -9
COc1cccc(CNC(=O)CCl)c1 | -4 | 4 | -3 | -4 | -13 | -8 | -3 | -11 | -2 | 11 | -4
Cc1nn(-c2ccccc2)c(C)c1NC(=O)COC(=O)c1cc([N+](=O)[O-])ccc1NCCO | -5 | 0 | 5 | 7 | 27 | -5 | 2 | -2 | 10 | 5 | 10
CCN(CC(=O)Nc1c(F)cccc1F)C(=O)c1ccc(COc2ccccc2)o1 | -14 | -1 | -4 | 9 | 6 | 6 | 3 | -13 | 16 | 6 | 5

Next part.
SMILES | TROY NFkB inh | TLR9-MyD88 inh | COUP-TFII inh | NR5A2 inv ag | LMP1 NFkB inh | NCOA1 inh | NOD2 RIPK2 PPI | NCOA3 inh | TWEAK Fn14 block | SRC2 inh | TRAIL sens C8
COC(=O)CC1COc2ccccc2N1C(=O)c1ccc(OC)cc1 (stereo unspecified) | 1 | -15 | 3 | -1 | -2 | -20 | -5 | -9 | 18 | 5 | -9
O=C(Nc1ccc(N2CCOCC2)c(Cl)c1)c1ccc([N+](=O)[O-])o1 | -24 | 8 | -15 | 48 | -73 | -71 | 2 | -67 | 1 | -44 | -6
Fc1ccccc1N1CCN(C(c2ccncc2)c2nnnn2C2CCCC2)CC1 (stereo unspecified) | 19 | -7 | -6 | -1 | 0 | -1 | 3 | -16 | 13 | -23 | 3
Cc1cccc(C(=O)N2CCC(=O)N(C(COCc3ccccc3)Cc3ccccc3)CC2)c1 (stereo unspecified) | -17 | 2 | 0 | -21 | 2 | 2 | -1 | -17 | 3 | 17 | -1
COc1nc(Nc2ccc3c(c2)OCO3)nc(OC)n1 | 5 | -5 | -14 | 12 | -6 | -17 | 2 | -31 | -13 | -7 | -2
CCCc1ccc(OCc2ccc(C(=O)N/N=C/c3cccc([N+](=O)[O-])c3)o2)c(OC)c1 | -55 | 5 | 13 | -4 | -57 | -21 | -9 | 8 | -38 | -40 | 11
Nc1nnn(CC(=O)N/N=C/C=C/c2ccccc2)n1 | -35 | -2 | -3 | 3 | -1 | 6 | -6 | -12 | -39 | 10 | -4
CCN(C(=O)CSc1nc(C)nc2sc(C)c(C)c12)C1CCS(=O)(=O)C1 (stereo unspecified) | -9 | -3 | -2 | 8 | -5 | -31 | -16 | 9 | -12 | -8 | 4
Cc1ccccc1NC(=O)c1ccc(C)c(S(=O)(=O)N2CCN(C)CC2)c1 | 2 | -8 | -16 | -1 | 1 | 10 | -3 | 0 | 2 | 0 | 1

Bioassay records: PubChem BioAssay, several laboratories
